p97 inhibitor: blocks human p97 ATPase activity. P55072. recombinant p97 ATPase, Kinase-Glo ATP luminescence, 3 h. inhibition, % at 8 µM. 220,000 compounds, 0.42% hits. AID 1481; in the data active = inhibition above about 15%;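 also: 0% = DMSO vehicle and 100% = wells lacking enzyme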
Tb hexokinase: blocks Trypanosoma brucei hexokinase 1 activity | recombinant TbHK1, G6PDH-coupled NADH A340 | 220,000 compounds, 0.11% hits | inhibition, % at 10 µM;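 active = inhibition of 50% or more in the single-dose primary screen; inactive = inhibition below 50%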
EBV gp42 block: inhibitors of Epstein-Barr virus glycoprotein 42; AID 1085; inhibition, % (tested at 21.74 µM); Q1HVG2; Fluorescence polarization binding assay, mP read-out; 220,000 compounds, 0.42% hits; in the data active = inhibition above about 50%
Target sequence (Q1HVG2 whole entry, looked up): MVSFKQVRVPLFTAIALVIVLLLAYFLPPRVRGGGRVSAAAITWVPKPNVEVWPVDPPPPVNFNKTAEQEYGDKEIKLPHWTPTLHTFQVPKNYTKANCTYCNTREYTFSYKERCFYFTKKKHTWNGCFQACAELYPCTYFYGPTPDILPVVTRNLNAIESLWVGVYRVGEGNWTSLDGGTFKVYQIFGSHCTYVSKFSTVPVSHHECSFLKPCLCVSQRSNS
Runt-SMMHC FRET: inhibitors of human RUNX1 Runt domain binding to CBFb-SMMHC; Cerulean-Runt/Venus-CBFb-SMMHC FRET ratio 530/480, 1 h; Q01196+Q13951; 220,000 compounds, 0.74% hits; AID 1434; inhibition, % at 20 µM;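 active = mean inhibition across duplicate retests at 20 µM reaching about 50%, limit read from the data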;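 also: 0% = DMSO wells and 100% = wells with excess untagged CBFb-SMMHC; inhibitors lower the FRET ratio by blocking Runt binding to CBFb-SMMHC; some results filed as inactive read as strong as hits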
RBBP9 inhibitor: inhibitors of human serine hydrolase RBBP9. 220,000 compounds, 0.2% hits. recombinant RBBP9, FP-Rh probe fluorescence polarization. O75884. inhibition, % at 7.94 µM. AID 1515;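 active = inhibition above the campaign mean of all tested compounds plus 3 SD, cut at about 14% in these data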;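 also: plate controls were DMSO wells with RBBP9 for no effect and wells lacking RBBP9 protein for full effect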
Target sequence (O75884 whole entry, looked up): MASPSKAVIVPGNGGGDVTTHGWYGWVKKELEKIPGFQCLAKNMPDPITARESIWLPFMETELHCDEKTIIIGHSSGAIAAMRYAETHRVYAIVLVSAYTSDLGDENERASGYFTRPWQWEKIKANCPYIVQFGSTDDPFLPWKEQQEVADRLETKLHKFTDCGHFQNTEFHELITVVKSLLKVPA
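system = RBBP9 protein | input = RBBP9 at 2.5 µM in dispensed solution, before mixing | measured by = fluorescence polarization (mP), excitation 525 nm, emission 598 nm | incubation = enzyme-compound preincubation 30 min, then probe labeling 45 min, 25 °C | buffer or medium = Tris-NaCl-Pluronic buffer, pH 8.0 | compound = single dose 7.94 µM | also added = FP-Rh probe, 375 nM dispensing solution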
Runt-CBFb FRET: Runt domain-CBFb interaction inhibition. Q01196+Q13951. Cerulean-Runt/Venus-CBFb FRET ratio 530/480, 1 h. 220,000 compounds, 0.46% hits. inhibition, % at 20 µM;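 active = inhibition over about 50% at 20 µM in the single-dose screen, limit read from the data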;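 also: 0% = DMSO wells and 100% = excess unlabeled CBFb competitor control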
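System: Cerulean-labeled Runt domain protein | Quantity: 100 nM of each labeled protein | Schedule: 1 h compound exposure, room temperature | Detection: Fluorescence energy transfer, 422 nm excitation, 530/480 nm emission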
m-calpain inh: blocks pig calpain II enzyme activity. purified calpain II, fluorogenic peptide substrate, 30 min. inhibition, % at 16 µM. 220,000 compounds, 0.37% hits. AID 1236;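 active = inhibition above about 50%, limit read from the data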
Furin inhibitor: blocks human furin protease activity; P09958; purified furin, fluorogenic substrate cleavage; inhibition, % at 30 µM; 220,000 compounds, 0.061% hits; AID 463115; in the data active = inhibition above about 25%; also: inactives centre near -15
NCF1 inh: p47phox (human) inhibition; 220,000 compounds, 0.53% hits; AID 1274; p47phox/p22phox peptide binding, fluorescence polarization, 2 h; inhibition, % at 24.7 µM; P14598;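 active = inhibition above about 30%, limit read from the data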;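 also: 0% = p47phox with labelled peptide and 100% = labelled peptide alone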
Target sequence (P14598 whole entry, looked up): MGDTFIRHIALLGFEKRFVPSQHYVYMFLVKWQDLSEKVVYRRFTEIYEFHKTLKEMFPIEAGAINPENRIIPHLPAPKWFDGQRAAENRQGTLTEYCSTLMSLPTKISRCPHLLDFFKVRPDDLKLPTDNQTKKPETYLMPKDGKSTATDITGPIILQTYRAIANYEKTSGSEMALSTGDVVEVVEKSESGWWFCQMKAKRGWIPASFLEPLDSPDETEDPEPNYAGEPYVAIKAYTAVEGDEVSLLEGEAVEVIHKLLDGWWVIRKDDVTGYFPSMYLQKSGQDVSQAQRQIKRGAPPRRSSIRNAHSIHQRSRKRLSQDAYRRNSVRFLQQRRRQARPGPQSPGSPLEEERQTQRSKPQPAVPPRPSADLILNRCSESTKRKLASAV
An asterisk follows results filed as active; nt = not tested or not shown; [ ] = dose if it differs, or a comment.

compound	p97 inhibitor	Tb hexokinase	EBV gp42 block	Runt-SMMHC FRET	RBBP9 inhibitor	Runt-CBFb FRET	m-calpain inh	Furin inhibitor	NCF1 inh
O=C(CN1CCCCCC1)NCCN1C(=O)S/C(=C\c2ccccc2Cl)C1=O	1	-10	-26	0	-3	-4	-79	-21	-6
COC(=O)c1ccc(C23CC4(C2)[C@H](CN(CC2CCCCC2)[C@@H]4c2ccccc2)C3c2ccc(C(F)(F)F)cc2)cc1 (some centres undefined)	nt	-9	-40	-4	nt	-2	-38	-20	-41
Cc1ccc(C2=NOC(=O)/C2=C\C=C\c2ccccc2)cc1	-1	2	-11	13	-7	4	16	-28	-4
COc1ccc(N2CCN(S(=O)(=O)c3cccc4cccnc34)CC2)cc1	5	-6	-17	1	3	3	-24	-17	-9
O=C(Cn1c(=O)oc2cc(S(=O)(=O)N3CCc4ccccc43)ccc21)N1CCCCC1	-7	-9	-10	-1	0	2	1	-14	-20
Cc1c(N=NC2=C(O)CCCC2=O)c(=O)n(-c2ccccc2)n1C	-2	1	-15	-12	-6	7	6	-5	-5
COc1ccc(-c2cc(=O)oc3cc(OC(=O)C4CCCCC4)ccc23)cc1	1	29	1	42	-19	26	17	-8	-13
CCCCn1nc(C(=O)Nc2cc(S(=O)(=O)N(C)C)ccc2C)c2ccccc2c1=O	3	-5	-5	-1	1	0	-25	-31	-2
CCCCNC(=O)c1cc2c(C)cc(C)cc2[nH]1	3	-2	2	0	-6	-1	-43	-9	-2
Cc1ccc(CNC(=O)C2CC(=O)N(C3CCCCCC3)C2)cc1 (centres undefined)	2	-12	-10	-3	-6	-3	15	-20	-5
CCc1nnc(NS(=O)(=O)c2ccc(NC(=S)NC(=O)/C=C/c3ccc(F)cc3)cc2)s1	5	-21	-8	-14	2	-7	21	-9	-33
Cc1cc(C)c(S(=O)(=O)N2CCCOC2CNC(=O)C(=O)NCCc2c[nH]c3ccccc23)c(C)c1 (centres undefined)	5	33	-17	6	-13	-1	7	-13	-11
O=c1c2c3c(sc2ncn1/N=C/c1ccc([N+](=O)[O-])o1)CCCC3	4	1	-23	4	-1	1	-28	-6[20 µM]	2
NC(=O)CSc1nc(-c2ccccc2Cl)ns1	-2	3	0	-6	-3	0	4	-20	-12
CCn1c(SCC(=O)N2CC(=O)Nc3ccccc32)nnc1-c1ccoc1C	0	3	-3	-3	-8	-1	-45	-22	-5
CN1N=C2c3ccccc3CCCC2C1c1ccc(F)cc1 (centres undefined)	-8	1	-2	-4	-6	-1	19	1	-7
COc1ccc(/C=C2\SC(=O)N(CCNC(=O)Cc3coc4cc(C)ccc34)C2=O)cc1OC	2	-11	-20	2	-11	-5	-84	-7	-39
CC(C)CNC(=O)COC(=O)c1cc(S(=O)(=O)N(C)C)ccc1N1CCCC1	4	-8	9	2	-3	-1	-20	-5	1
Cc1nn(C)cc1C1Nc2ccccc2C(=O)N1O (centres undefined)	-1	-5	-20	2	-8	-2	-22	-13[20 µM]	-10
CC(Sc1nncn1C)C(=O)Nc1ccc(S(N)(=O)=O)cc1 (centres undefined)	7	-10	-9	-4	-10	0	3	-12	-13
Cc1csc(SCC(=O)NCc2cccs2)n1	8	4	-19	-2	2	-1	14	-14	-10
CCOC(=O)C1(Cc2ccccc2C)CCCN(C(=O)c2cc(CC)nn2C)C1 (centres undefined)	-1	-8	2	1	-4	-2	-17	-19	-3
CCCCNC(=O)c1ccccc1NC(=O)CCSc1ccccc1	-1	5	-10	-1	-9	-4	29	-13[20 µM]	-2
Cc1ccc(C(=O)OC2OC(=O)C(Cl)=C2N2CCOCC2)cc1 (centres undefined)	-1	-2	-9	2	-3	1	14	-17	-5
CCOC(=O)N/N=C\c1ccc(OC(=O)c2ccco2)cc1	1	-6	-4	4	-6	0	9	-25	7
CN(c1ccccc1)c1nc(N2CCCC2)nc(-n2ccnc2)n1	-6	-7	-6	3	3	-3	14	-15	6
CCOC(=O)CSc1nnc(CNc2ccc(Cl)cc2)n1-c1ccccc1	-2	2	-4	-9	0	-3	15	-12	2
O=C(/C=C/c1cccc([N+](=O)[O-])c1)NCC1CCCO1 (centres undefined)	-3	-10	0	-1	0	0	21	-18[20 µM]	1
CN(C(=O)c1cc(-n2cnnc2)ccc1Cl)c1ccccc1	0	37	7	1	-12	-2	11	-5	-17
NC(=O)c1c(NC(=O)CCCn2cnc([N+](=O)[O-])n2)sc2c1CCCC2	2	-4	-11	10	-4	26	-31	-23	-6
CCNC(=S)N/N=C/c1ccc(C(=O)O)cc1	7	-38	-13	-1	-10	-2	-9	-10	-5
COc1ccc(OC)c(C(c2nnnn2CCC(C)C)N2CCN(C(=O)c3ccco3)CC2)c1 (centres undefined)	-5	-19	-8	2	-3	-7	-18	-25	-22
CCOC(=O)c1sc(NC(=O)c2ccc(S(=O)(=O)N(C)C)cc2)cc1C	2	-12	-7	-3	-2	-3	-153	-13[20 µM]	-14
CN(Cc1ccccc1)C(=O)COC(=O)c1ccc(Cl)c(N)c1	-6	3	-8	0	-3	1	-32	-13	-4
CCN(CC)S(=O)(=O)c1ccc(N2CCOCC2)c(NC(=O)CCC2CCCCC2)c1	0	-7	-20	-13	-7	-7	2	-13	-16
COc1ccc(Nc2ccc(OC)cc2)cc1	15*	-3	-8	-5	6	35	-9	-18	-9
CN(C)c1ccc(-c2noc(C3CCN(S(=O)(=O)c4ccc(C(=O)O)cc4)CC3)n2)cc1	-3	0	nt	nt	-4	nt	nt	-5	nt
CNC(=O)C(Sc1nc(C)nc2c1oc1ccccc12)C(C)=O (centres undefined)	4	-16	5	0	7	6	35	-20[20 µM]	-2
Cc1ccc(C2N(c3nccs3)C(=O)C3CCCN32)cc1 (centres undefined)	6	-4	-3	4	-9	1	-7	-14	-12
CCC(O)C1CCN(C(=O)c2cc(COc3ccc4ncccc4c3)on2)CC1 (centres undefined)	6	-3	-2	nt	3	nt	-12	-20	2
N#Cc1ccsc1NC(=O)CN1CCN(S(=O)(=O)c2cc(Cl)ccc2Cl)CC1	2	-2	-54	-7	-1	0	-26	-16	-42
CCOc1ccc(CN2CCN(c3cc(C)nc4c5c(C)cc(C)nc5nn34)CC2)cc1	0	-12	-7	24	6	12	-364	-2[20 µM]	-4
COc1cc2c(cc1OC)CN(C(=O)c1ccc(S(=O)(=O)N3CCCC3)cc1)CC2	5	-1	-17	0	-8	0	-23	-19	-6
COc1ccc(NC(=O)CSc2nnc(CN3CCOCC3)n2-c2ccccc2)cc1Cl	-3	-10	0	0	-10	1	24	-27[20 µM]	-3
O=C(NC1CCN(C(=S)NCCc2ccccc2)CC1)C1CCCCC1	-1	-5	1	-4	3	0	-23	-19	-4
CN1CCN(CC#CCC(O)(c2ccccc2)C2CCCC2)CC1 (centres undefined)	-3	2	-17	4	-11	-1	4	-16[20 µM]	-17
Cc1nn(C)c(C)c1S(=O)(=O)N(CC(=O)NCCCOC(C)C)c1ccc(C(C)C)cc1	-2	-5	-23	-1	6	-2	-14	-19	-16
CN(Cc1cccnc1)C(=O)c1cc(COc2ccc3ncccc3c2)on1	-5	2	7	-1	-6	-3	11	2	3
CC(C)C[C@H](NC(=O)OC(C)(C)C)C(=O)N/N=C/c1ccc2nccnc2c1	4	-21	-15	-1	-5	-8	0	-4[20 µM]	-4
CCc1cc2c(SCC(=O)c3ccc(Cl)s3)ncnc2s1	-3	45	-23	4	-4	2	4	-19[20 µM]	-88
CC(C)(C)c1csc(CS(=O)(=O)c2ccccn2)n1	6	-4	-24	-6	-2	1	21	-12	-10
O=C(Nc1cccc(Br)c1)c1ccc2nc(N3C(=O)CCC3=O)sc2c1	-5	-4	-19	-2	-16	-1	-68	-16	-34
N/C(=N\O)c1ccc([N+](=O)[O-])s1	-4	-16	-5	-1	-1	1	12	-6	2
O=C(Nc1cccc(F)c1)NC1CCCCC1	2	1	-5	-6	-10	0	-20	-11[20 µM]	-8
CNC(=S)N(Cc1ccc(Cl)cc1)Cc1cccs1	-1	-3	-2	1	-4	1	2	-17	-4
Cc1noc(C)c1C(=O)N1CCc2ccccc21	-1	1	-13	1	-2	0	-2	-26[20 µM]	-26
CC(C)(C)c1nnc(NC(=O)Cc2ccc(Br)cc2)s1	2	35	-14	1	-2	-1	-4	0	-8

By substructure: those above containing two or more sulfur atoms
compound	p97 inhibitor	Tb hexokinase	EBV gp42 block	Runt-SMMHC FRET	RBBP9 inhibitor	Runt-CBFb FRET	m-calpain inh	Furin inhibitor	NCF1 inh
CCc1nnc(NS(=O)(=O)c2ccc(NC(=S)NC(=O)/C=C/c3ccc(F)cc3)cc2)s1	5	-21	-8	-14	2	-7	21	-9	-33
NC(=O)CSc1nc(-c2ccccc2Cl)ns1	-2	3	0	-6	-3	0	4	-20	-12
CC(Sc1nncn1C)C(=O)Nc1ccc(S(N)(=O)=O)cc1 (centres undefined)	7	-10	-9	-4	-10	0	3	-12	-13
Cc1csc(SCC(=O)NCc2cccs2)n1	8	4	-19	-2	2	-1	14	-14	-10
CCOC(=O)c1sc(NC(=O)c2ccc(S(=O)(=O)N(C)C)cc2)cc1C	2	-12	-7	-3	-2	-3	-153	-13[20 µM]	-14
N#Cc1ccsc1NC(=O)CN1CCN(S(=O)(=O)c2cc(Cl)ccc2Cl)CC1	2	-2	-54	-7	-1	0	-26	-16	-42
CCc1cc2c(SCC(=O)c3ccc(Cl)s3)ncnc2s1	-3	45	-23	4	-4	2	4	-19[20 µM]	-88
CC(C)(C)c1csc(CS(=O)(=O)c2ccccn2)n1	6	-4	-24	-6	-2	1	21	-12	-10
CNC(=S)N(Cc1ccc(Cl)cc1)Cc1cccs1	-1	-3	-2	1	-4	1	2	-17	-4
